P. falciparum M1AAP: P. falciparum M1AAP inhibitors, biochemical, fluorogenic H-Leu-NHMec substrate, 1536-well (AID 1445); Aminopeptidase N (Plasmodium falciparum (isolate 3D7)); recombinant M1AAP, H-Leu-NHMec fluorogenic kinetic assay; higher % means a stronger effect; 220,000 compounds, 0.42% hits; one-dose inhibition, % at 30 µM; IC50 in µM for titrated hits;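 active means primary inhibition above the hit cutoff, then over 50% inhibition at one or more dose response concentrations, cut at about 23% in these data, passing the limit was not always enough; inconclusive means conflicting primary data, or primary hits not chosen for dose response; inactive means low primary inhibition, or under 50% at every dose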;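 further: plate controls were DMSO full reaction for no effect and no enzyme background for full effect; strong numbers were not always called active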
T cell HTS: modulators of CD8 T cell-vesicle binding, primary screen, mouse 2C CD8+ T cells, flow cytometry; 330,000 compounds, 0.068% hits; 2C CD8+ T cell-vesicle binding; stronger effect = lower value; calls only at 7 µM;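 active means response, share of CD8 T cells binding vesicles, and their 90th percentile fluorescence all below set limits, cut at about 80% in these data, passing the limit was not always enough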
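Benchmarks: naked versus QL9-loaded vesicles / Assay system: purified 2C TCR transgenic mouse naive CD8+ T cells / Technique: high-throughput flow cytometry with anti-B7-1 and anti-CD8 staining / Timing: Cell–vesicle co-incubation 1.5 h at 37 °C, staining 20 min on ice / Read-out: percent CD8+ FL2 mean versus row control / Probe or stimulus: QL9-loaded Drosophila micro-vesicles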
PMI inhibition: human PMI inhibitors, high substrate, primary screen, biochemical, fluorescence intensity, high mannose 6-phosphate (AID 1220); 190,000 compounds, 0.66% hits; recombinant PMI enzyme, coupled fluorescence intensity; higher % means a stronger effect; inhibition, % at 20 µM; hits with a dose series show IC50 in µM
West Nile antiviral: West Nile virus antiviral activity, cell-based, CPE readout (AID 1621). CPE inhibition, % at 10 µM; hits with a dose series show IC50 in µM. 290,000 compounds, 0.02% hits. West Nile virus-infected cells, CPE inhibition; higher % means a stronger effect; in the data active means a potency from the dose series; inconclusive means CPE inhibition mostly from about 3.7% at the one dose, without a potency; inactive means the rest, 99 in 100 with CPE inhibition below about 2.2%; further: strong numbers were not always called active
RSV CPE inhibition: RSV antiviral activity via CPE protection, HEp-2 cells, primary 10 µM value included (AID 2391); HEp-2 cells, RSV-induced CPE inhibition; higher % means a stronger effect; CPE inhibition, % at 10 µM; hits with a dose series show IC50 in µM; 310,000 compounds, 0.13% hits; in the data active means a potency from the dose series; inconclusive means CPE inhibition mostly from about 23% at the one dose, without a potency; inactive means the rest, 99 in 100 with CPE inhibition below about 21%; further: strong numbers were not always called active
P. falciparum M17LAP: P. falciparum M17LAP inhibitors, primary screen, biochemical, fluorogenic H-Leu-NHMec substrate, 1536-well (AID 1619); inhibition, % at 30 µM; hits with a dose series show IC50 in µM; 220,000 compounds, 0.38% hits; Leucine aminopeptidase (Plasmodium falciparum (isolate 3D7)); recombinant M17LAP, H-Leu-NHMec fluorogenic kinetic assay; higher % means a stronger effect;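 active means compound inhibiting the enzyme by more than half at any dose during confirmatory dose-response retesting; inconclusive means strong single-dose inhibitors picked by rank but not retested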;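 further: plate controls were full reaction with DMSO carrier for no effect and no enzyme background for full effect; strong numbers were not always called active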
UTI89 phage lysis: inhibition of K1F phage lysis, E. coli UTI89, bacterial capsule biogenesis inhibitors, alamar blue (AID 488966) | E. coli UTI89 K1F phage lysis, alamar blue, 2 h; higher % means a stronger effect | one-dose inhibition, % at 100 µM; IC50 in µM for titrated hits | 340,000 compounds, 0.02% hits;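 active means phage lysis inhibition, versus mean bacterial control, above a set limit; inconclusive means no clear call, values can overlap the other calls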;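 further: capsule biogenesis inhibitors block K1F phage lysis so surviving cells raise fluorescence; higher fluorescence means more inhibition of phage lysis; actives were called in the ten point dose series up to 300 µM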
TNAP activators: human TNAP enzyme activators, primary screen, biochemical, luminescent, no phosphate acceptor, uHTS (AID 1001) | Alkaline phosphatase, tissue-nonspecific isozyme (Homo sapiens) | purified TNAP, luminescent activation assay, no phosphate acceptor; higher activation fold means a stronger effect | one-dose activation fold at 20 µM; EC50 in µM for titrated hits | 200,000 compounds, 0.03% hits; in the data active means activation fold from about 3, or a potency from the dose series; inactive means the rest, 99 in 100 with activation fold below about 1.6; further: many of its hits are not listed in these tables
human PMI inhibition: inhibitors of human PMI, primary screen, biochemical, fluorescence intensity, coupled assay (AID 1209). one-dose inhibition, % at 20 µM; IC50 in µM for titrated hits. Mannose-6-phosphate isomerase (Homo sapiens). 190,000 compounds, 0.42% hits. purified PMI enzyme, coupled fluorescence intensity; higher % means a stronger effect;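 further: plate controls were DMSO vehicle for no effect and wells lacking substrate for full effect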
T cell HTS vesicle-bound %: second read-out of T cell HTS, no call of its own (marks repeat the call); double positive events, %; measured here: CD8+ vesicle-bound cell fraction;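 binding gate set so that unloaded-vesicle control wells show 10% double positive cells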
* hit, by the source's call; i = inactive; u = inconclusive; x = no result given; [ ] = dose if it differs, or a comment. Unless noted, no stated cut-off is given here; in the data, active means inhibition above about 50%; inactive means the rest.

SMILES	P. falciparum M1AAP	T cell HTS	T cell HTS vesicle-bound %	PMI inhibition	West Nile antiviral	RSV CPE inhibition	P. falciparum M17LAP	UTI89 phage lysis	TNAP activators	human PMI inhibition
CC(C)Cc1nc2c(nnn2Cc2ccccc2F)c(=O)[nH]1	-0.3%	i	49.8	x	-0.3%	0.0%	3.1%	0.1%	x	x
N#C/C(=C\c1ccccc1)C(=O)OCC(=O)N1CCCC1	4.0%	i	22.7	-6.5%	0.7%	-0.2%	10.6%	0.1%	1.1	-6.3%
COc1ccccc1CNC(=O)COC(=O)Cc1ccsc1	9.1%	x	x	6.5%	0.8%	x	10.8%	0.0%	1.1	6.4%
O=C1OC(c2ccccc2)=N/C1=C\C=C\c1ccccc1[N+](=O)[O-]	10.6%	i	7.9	9.5%	0.0%	0.2%	49.2%	5.3%	1	13.0%
COc1ccc(C(=O)N/N=C/c2ccc(OC)c(CSc3ccccn3)c2)cc1	6.9%	i	48.6	9.8%	-0.2%	3.8%	13.4%	0.0%	1.2	24.8%
Nc1c2nc(-c3ccccc3Cl)[nH]c(=O)c2nc(=O)n1-c1ccccc1	8.0%	i	35.1	x	0.3%	2.6%	11.8%	0.5%	x	x
O=C(Nc1cccc(F)c1)C1CC(=O)N(c2ccc(Cl)cc2)C1 (stereo not drawn)	3.2%	i	48.8	5.8%	-0.3%	2.6%	4.8%	0.2%	1.1	7.6%
Cc1ccc(-n2c(=S)[nH]c3c(oc4ccccc43)c2=O)cc1	3.9%	i	26.9	-11.3%	-0.3%	0.3%	-51.8%	0.2%	0.8	-4.8%
Cc1ccc(NC(=O)C2CC(=O)Nc3ncnn32)c(C)c1 (stereo not drawn)	1.7%	i	54.0	x	0.5%	-0.4%	2.8%	1.0%[50 µM]	x	x
O=C(CNC(=O)c1ccco1)N/N=C/c1ccc(O)cc1O	x	i	24.6	x	1.1%	0.6%	x	-8.8%	x	x
CC1(C)C2CCC1(CS(=O)(=O)Nc1cccc(S(N)(=O)=O)c1)C(=O)C2 (stereo not drawn)	8.9%	i	42.1	x	-0.1%	1.3%	-0.9%	x	x	x
COc1ccc(-c2nc(CSCC(=O)NC3CCCc4ccccc43)c(C)o2)cc1 (stereo not drawn)	0.1%	i	6.7	3.0%	-1.3%	10.0%	-0.3%	0.0%	1.2	7.0%
CC1CCCN(CCOCCSc2ccccc2)C1 (stereo not drawn)	-5.0%	i	39.0	-7.6%	-0.2%	-0.4%	-0.8%	5.8%	1.1	-4.9%
CCN(CC)c1ccc(NC(=O)CSc2nnc3nc(C)cc(C)n23)cc1	11.7%	i	54.7	13.5%	0.5%	1.2%	45.5%	0.0%	1	5.9%
Nc1nc(NCc2cccs2)nn1-c1ccccc1	x	i	23.5	x	0.1%	0.9%	x	0.2%	x	x
COc1ccc(C(=O)c2coc3ccc(O)c(CN4CCCC4)c23)cc1	2.1%	i	31.8	-5.7%	-0.1%	0.0%	8.6%	0.7%	1.1	-5.5%
N#CC1=C(SCC(=O)Nc2ccccc2)NC(=O)CC1c1ccc(O)cc1 (stereo not drawn)	7.6%	i	27.6	23.5%	-0.1%	-0.7%	4.2%	0.1%	1.2	11.7%
Cc1ccc(-n2cccn2)c(CN2CCCC(C(=O)c3ccc4c(c3)OCO4)C2)c1 (stereo not drawn)	-5.6%	i	47.6	-7.7%	-1.2%	-1.0%	2.2%	0.3%	1.1	2.0%
CC(=O)Nc1ccc(OCC(=O)NCCc2ccc(Cl)cc2)cc1	6.5%	i	28.3	-5.2%	0.0%	0.0%	-1.4%	3.9%	1.1	6.4%
Cc1cc(C)c(C)c(S(=O)(=O)NCc2ccco2)c1C	2.7%	i	12.5	3.3%	2.4%	2.1%	-1.3%	x	1.2	5.8%
COc1ccc(NC(=O)CNC(=O)Cn2c(C)cc3ccccc3c2=O)c(OC)c1	1.4%	i	23.2	2.8%	-1.0%	-0.1%	1.9%	0.0%	1.2	-11.8%
CCOC(=O)C1(CCOc2ccccc2)CCN(Cc2ccc(OC)cc2)CC1	x	i	60.8	x	-1.5%	6.6%	x	0.7%	x	x
Cc1nonc1CC(=O)N1CCCC(C(=O)c2ccc(Cl)cc2)C1 (stereo not drawn)	5.7%	i	32.9	7.0%	-0.7%	0.9%	-0.7%	0.1%	1.1	9.0%
FC(F)Oc1ccc(NC(=S)Nn2cnnc2)cc1	-5.3%	i	39.1	27.9%	0.0%	1.1%	-9.1%	-0.9%	1.2	55.2%*
CC(C)CCOc1cccc(OCC(=O)NC2CCS(=O)(=O)C2)c1 (stereo not drawn)	2.7%	i	14.9	-3.3%	u	12.1%	6.8%	0.5%	1.1	9.7%
CC(=O)NC(=O)COC(=O)/C=C/c1c(C)nn(Cc2c(Cl)cccc2Cl)c1Cl	6.2%	i	60.1	4.8%	1.0%	0.4%	15.0%	-0.2%	1	9.3%
CCn1c(CN2CCN(CCO)CC2)nc2ccccc21	-0.5%	i	44.6	2.7%	-0.3%	1.1%	0.2%	0.2%	1.1	-2.8%
O=c1c2ccccc2sc2ccc(Cl)cc12	-1.7%	i	43.6	-3.2%	0.2%	18.4%	-19.0%	2.4%	1.2	-10.2%
COCCNc1nc2c(c(=O)n(Cc3cccc(Cl)c3)c(=O)n2C)n1C	x	i	20.1	x	-1.1%	1.6%	x	0.3%	x	x
COc1ccc(N/C=C/C(=O)c2ccc3c(c2)OCO3)cc1OC	11.9%	i	12.8	-6.8%	-0.7%	4.5%	2.3%	2.8%[50 µM]	1	-14.6%
CCOc1ccccc1NC(=O)NCc1cccnc1	7.3%	i	33.3	0.9%	0.1%	-0.6%	19.0%	0.6%	1.1	0.3%
CCCn1cnnc1CNC(=O)C1CCC(=O)N(CCc2cccc(F)c2)C1 (stereo not drawn)	x	i	60.8	x	0.4%	0.4%	x	0.0%	x	x
CCOC(=O)c1ccc(S(=O)(=O)NNS(=O)(=O)c2ccc(C)cc2)cc1	x	i	36.0	x	-0.5%	0.9%	x	0.1%	x	x
Cc1c2c(nc3ccccc13)CCC(C)C2 (stereo not drawn)	5.6%	i	47.6	-7.0%	-0.8%	53.0%	-3.5%	-2.3%	1	-14.7%
CC(C)Cc1cc(C(=O)Nc2cc(Br)ccc2O)no1	5.4%	i	18.5	17.3%	-0.3%	21.6%	-9.4%	-0.3%	0.9	14.6%
CCOC(=O)c1oc2ccccc2c1COC(=O)CNC(=O)c1cccc(C)c1	x	i	9.5	x	0.1%	2.4%	x	1.3%[50 µM]	x	x
COc1ccc(C2CC(c3ccc([N+](=O)[O-])cc3)=NN2C(C)=O)cc1 (stereo not drawn)	x	i	55.7	x	-1.5%	4.7%	x	0.5%	x	x
O=C(NCc1ccccc1)C(Cc1ccccc1)NS(=O)(=O)c1cccc2nsnc12 (stereo not drawn)	3.8%	i	21.8	-11.5%	-0.8%	2.3%	-4.5%	0.1%	1.1	-3.5%
CCN(CC)S(=O)(=O)c1ccc2c(c1)c(=O)c(C(=O)N1CCc3ccccc3C1)cn2C	9.9%	i	24.7	12.2%	0.8%	0.3%	19.1%	-0.1%	1.1	9.3%
COc1cccc(CN2CCNC(=O)C2CC(=O)NCCN2CCOCC2)c1OC (stereo not drawn)	x	i	12.3	x	1.2%	2.4%	x	-0.2%	x	x
O=C(Nc1ccc2c(c1)oc1ccccc12)c1ccc2c(c1)OCO2	-0.4%	i	22.5	2.5%	0.3%	6.1%	-3.1%	-0.1%	1	8.1%
CCSc1ccccc1C(=O)NCc1ccco1	7.5%	i	17.1	-6.2%	-0.4%	-0.4%	8.1%	0.9%	1.2	-0.6%
COc1cc(/C=N/NC(=O)C(=O)NCC2CCCO2)ccc1OCC(=O)N1CCOCC1 (stereo not drawn)	8.0%	i	29.9	-8.2%	0.3%	2.0%	36.9%	0.3%	1	-9.1%
Cc1nc2c(cc1C#N)C(=O)c1ccccc1-2	-1.5%	i	61.7	11.8%	-0.5%	1.1%	-1.1%	-0.1%	1.1	8.2%
COc1ccc(Nc2ncnc3sccc23)cc1OC	x	i	28.5	x	0.6%	3.7%	x	-0.1%	x	x
CCN(CC)CC(=O)Nn1c(C)nc2c(ncn2-c2ccccc2)c1=O	1.6%	i	16.2	x	0.7%	2.0%	-1.1%	0.4%	x	x
O=C(NC(NC(=O)c1ccccc1)c1ccccc1)c1ccccc1	-2.4%	i	11.5	-4.1%	-0.2%	0.8%	4.3%	0.4%	1.2	-8.6%
Cc1nc2ccccc2c(=O)n1NCc1cc(Br)cs1	3.7%	i	20.2	1.8%	0.1%	2.7%	6.6%	2.5%	0.9	-2.7%

Reprinted from the results shown (2 entries):
SMILES	P. falciparum M1AAP	T cell HTS	T cell HTS vesicle-bound %	PMI inhibition	West Nile antiviral	RSV CPE inhibition	P. falciparum M17LAP	UTI89 phage lysis	TNAP activators	human PMI inhibition
Cc1nc2c(cc1C#N)C(=O)c1ccccc1-2	-1.5%	i	61.7	11.8%	-0.5%	1.1%	-1.1%	-0.1%	1.1	8.2%
COc1ccc(Nc2ncnc3sccc23)cc1OC	x	i	28.5	x	0.6%	3.7%	x	-0.1%	x	x

Next part
SMILES	P. falciparum M1AAP	T cell HTS	T cell HTS vesicle-bound %	PMI inhibition	West Nile antiviral	RSV CPE inhibition	P. falciparum M17LAP	UTI89 phage lysis	TNAP activators	human PMI inhibition
COc1ccc(C)cc1-n1nnnc1SCC(=O)Nc1cc(C)on1	0.6%	i	49.0	-6.7%	-0.5%	0.9%	3.9%	5.8%	1.1	-5.7%
Cc1ccccc1/C=C/c1nc2ccccc2c(=O)[nH]1	1.9%	i	33.3	x	-0.9%	-0.5%	-0.3%	0.1%	x	x
O=C1NC(c2ccccc2Cl)=N/C1=C/c1ccco1	15.2%	i	29.7	x	0.4%	3.6%	22.4%	1.0%	x	x
COC(=O)c1ccc(CN(C)S(=O)(=O)c2cccs2)cc1	x	i	12.6	x	0.0%	3.2%	x	0.1%	x	x
CO/N=C(/CS(=O)(=O)Cc1ccccc1Cl)c1ccc(Cl)cc1Cl	2.7%	i	2.6	11.8%	-0.6%	2.2%	-2.3%	0.0%	1	16.8%
CCCC(=O)NCc1ccc2c(c1)cc(C)n2C	4.4%	i	38.2	10.5%	-0.1%	1.8%	2.3%	0.3%	1.1	8.4%
